15-hLO-2 inh: blocks human 15-lipoxygenase 2 activity; O15296; purified 15hLO-2, xylenol orange hydroperoxide absorbance; Potency, µM (series often up to 57.1 µM), for the others: at the highest dose activity change, negative = inhibition, hits mostly inhibitors; 110,000 tested, 0.56% active; AID 881; note: potency is the fitted concentration of half-maximal effect; nearly all actives have a fitted effect of over 60% in size; many of its hits are not listed in these tables
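Purified human 15hLO-2 (50 nM final) preincubated with compounds 15 min at room temperature in 25 mM Hepes pH 7.5, 0.01% Triton X-100, then 45 uM arachidonic acid added for 90 min; hydroperoxide detected via ferrous/xylenol orange, 573/405 nm absorbance ratio.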
ALOX12 inhib: inhibitors of human 12-lipoxygenase (ALOX12); P18054; purified 12-hLO, xylenol orange hydroperoxide absorbance; Potency, µM (top dose mostly 57.1 µM), for the others: at the highest dose activity change, negative = inhibition, most hits filed as inhibitors; 150,000 tested, 0.12% active; note: potency is the fitted concentration of half-maximal effect; nearly all actives have a fitted effect of over 55% in size; many of its hits are not listed in these tables
Target sequence (P18054 whole entry, looked up): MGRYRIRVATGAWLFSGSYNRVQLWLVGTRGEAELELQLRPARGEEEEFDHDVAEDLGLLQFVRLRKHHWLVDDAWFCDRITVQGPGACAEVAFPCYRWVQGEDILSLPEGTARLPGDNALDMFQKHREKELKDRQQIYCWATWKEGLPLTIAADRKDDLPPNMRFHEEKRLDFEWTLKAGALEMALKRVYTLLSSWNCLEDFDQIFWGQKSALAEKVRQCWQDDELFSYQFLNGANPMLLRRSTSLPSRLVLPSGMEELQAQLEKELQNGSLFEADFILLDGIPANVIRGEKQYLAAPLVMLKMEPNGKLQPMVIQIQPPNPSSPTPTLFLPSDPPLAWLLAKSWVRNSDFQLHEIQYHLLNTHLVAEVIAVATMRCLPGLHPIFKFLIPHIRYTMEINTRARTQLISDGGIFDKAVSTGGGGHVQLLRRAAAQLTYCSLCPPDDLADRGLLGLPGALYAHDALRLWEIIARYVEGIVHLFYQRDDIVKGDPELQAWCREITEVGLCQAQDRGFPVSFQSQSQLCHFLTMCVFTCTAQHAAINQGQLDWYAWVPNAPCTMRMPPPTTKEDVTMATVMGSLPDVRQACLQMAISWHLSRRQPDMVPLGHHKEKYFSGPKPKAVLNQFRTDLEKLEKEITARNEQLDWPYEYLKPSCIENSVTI
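150 nM 12hLO, 25 mM Hepes pH 7.0 + 0.01% Triton X-100; cpd preinc 15 min RT; 40 uM arachidonic acid, 30 min RT; Fe-XO 30 min; A573/A405 ratio as read-out.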
IMPase cell inh: cell-permeable inhibitors of inositol monophosphatase (IMPase) | 120,000 tested, under 10 active | P97697 | inhibition (IP1 accumulation), % at 46.1 µM | CHO-M1 cells, IP1 accumulation, HTRF TR-FRET ratio; active = well fitted curve in the direction sought with a large enough effect in the signal ratio, not every such curve was filed as active; inconclusive = small, poorly fitted or top-dose-only effect, or a change in a side signal; inactive = no such curve, though single readings can be large or run the other way; the % refers to the signal ratio;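 note: cells stimulated with carbachol in lithium chloride buffer; plate controls were DMSO basal wells for no effect and reference inhibitor wells for full effect; higher means more IMPase inhibition seen as more IP1 and lower FRET ratio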
Target sequence (P97697 whole entry, looked up): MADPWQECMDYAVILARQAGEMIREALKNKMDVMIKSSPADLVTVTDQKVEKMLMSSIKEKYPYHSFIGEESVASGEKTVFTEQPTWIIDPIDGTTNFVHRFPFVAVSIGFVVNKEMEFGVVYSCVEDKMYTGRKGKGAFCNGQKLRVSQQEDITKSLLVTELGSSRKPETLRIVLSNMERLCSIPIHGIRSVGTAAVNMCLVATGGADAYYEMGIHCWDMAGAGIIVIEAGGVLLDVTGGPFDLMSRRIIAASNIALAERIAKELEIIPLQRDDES
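CHO-M1 cells (CHO stably expressing M1 receptor), compound up to 46 uM final, stimulated with carbachol (50 uM as added) in buffer with 50mM LiCl, pH 7.4, 30 min at 37C. Cytosolic IP1 read by TR-FRET; AC50 from Hill fits.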
PNC assembly inh: inhibitors of perinucleolar compartment assembly | PC3M PTB-GFP, PNC prevalence imaging, 16 h; stronger effect = lower value | activity change (PNC), negative = inhibition, % at 10 µM | 140,000 tested, 3.1% active;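 active = readout at or below -70, meaning at least 70% loss of cells showing the perinucleolar compartment, a nuclear body marking cancer cells; inconclusive = readout between -30 and a set limit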;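 note: plate controls were DMSO wells for no effect and camptothecin positive control wells for full effect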
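Compounds are pinned in duplicate onto adhered PC3M cells stably expressing GFP-tagged PTB and incubated 16 h at 37 C. Cells are then fixed, nuclei stained with Hoechst, and PNC-positive cells counted.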
An asterisk follows results filed as active; u = inconclusive; x = not tested or not shown; & = joins results of further samples; [ ] = another dose, or the depositor's remark. Unless noted, calls come from the whole dose curve; as a rule, active = well fitted curve in the direction sought with a large enough effect; inconclusive = small, poorly fitted or top-dose-only effect, or another doubt; inactive = no such curve, though single readings can be large; an effect the other way counts as inactive or inconclusive. Unless noted, % is set by controls: 0 for no effect and ±100 for the full control effect. The list is partial; the hit share may differ from the screen's.

Keys – A = 15-hLO-2 inh; B = ALOX12 inhib; C = IMPase cell inh; D = PNC assembly inh
1) O=C(Nc1ccc(Cl)cc1)c1cccs1
  A: 1.0% | B: -2.6% | C: 5.8 | D: 42.7

2) Cc1cc(N2CCN(C3CCCCC3)CC2)nc2cccc(O)c12
  A: x | B: 5.4% | C: -4.6 | D: 15.4

3) Cc1ccc(C)c(N2CCN(C(=O)CCCn3c(=S)[nH]c4cc5c(cc4c3=O)OCO5)CC2)c1
  A: 2.3% | B: -11.9% | C: -0.2 | D: 0.7

4) COc1cc(-c2nc3ccc(C)cn3c2Nc2ccc3c(c2)OCCO3)ccc1O
  A: x | B: -9.3% | C: x | D: u

5) Cc1ncc([N+](=O)[O-])n1CCOC(=O)NC(NCc1cccnc1)C(Cl)(Cl)Cl (stereo not given)
  A: x | B: -0.4% | C: 7.5 | D: -13.0

6) CN(C)c1ccc(-c2nc(N3CCNCC3)c3ccccc3n2)cc1
  A: 36.2%[activator] | B: 2.7% | C: x | D: x

7) Cc1cc(C(=O)CSc2nnc(N)s2)c(C)n1-c1c(C)n(C)n(-c2ccccc2)c1=O
  A: 1.6% | B: 0.3% | C: -10.1 | D: -2.1

8) Cc1ccc(S(=O)(=O)NCCCN2CCOCC2)c(C)c1
  A: -5.4% | B: -5.0% | C: 4.4 | D: -7.4

9) COC(=O)CCC(C)C1CCC2C3CC[C@H]4CC(O)CC[C@@]4(C)C3CC(O)[C@]12C (stereo not given in full)
  A: -6.3% | B: -7.1% | C: x | D: x

10) O=C(CCS(=O)(=O)c1ccc(Br)cc1)N1CCN(c2ccc(Cl)cc2)CC1
  A: -4.8% | B: -12.8% | C: 6.6 | D: -24.6

11) Oc1ccc(C2=NNC(=NCc3ccc4c(c3)OCO4)SC2)c(O)c1
  A: x | B: -24.9% | C: 4.8 | D: u

12) COc1cccc(NS(=O)(=O)c2ccc3[nH]cc(C(=O)NCCC(C)C)c(=O)c3c2)c1
  A: -10.8% | B: -13.8% | C: -1.4 | D: 36.3

13) O=C(c1cc2ccccc2c(=O)o1)N1CCCCCC1
  A: x | B: 14.7% | C: x | D: 2.9

14) CC(NC(=O)Cn1ncc(Cl)c(Cl)c1=O)C12CC3CC(CC(C3)C1)C2 (stereo not given)
  A: x | B: 1.4% | C: x | D: 18.0

15) COc1ccc(C(=O)N2CCC3(CCCN(C)C3)CC2)cc1
  A: 4.4% | B: 0.9% | C: x | D: x

16) CC[n+]1c(S(=O)(=O)[O-])ccc2ccc(C)cc21
  A: 4.3% | B: -8.2% | C: -8.0 | D: 1.4

17) COCCCNC(=O)c1ccccc1NS(C)(=O)=O
  A: -1.5% | B: 2.5% | C: 11.0 | D: -17.1

18) O=C(COC(=O)c1ccc2c(c1Cl)C(=O)c1ccccc1C2=O)NC1CC1
  A: x | B: -0.3% | C: x | D: -26.2

19) CCOC(=O)c1c(C)[nH]c(C)c1C(=O)CSc1nc2ccccc2n1CCC#N
  A: x | B: 1.6% | C: 5.8 | D: 7.3

20) COc1ccc(NC(=O)C2CCN(S(=O)(=O)c3ccc(Br)s3)CC2)cc1OC
  A: x | B: -2.3% | C: x | D: 28.7

Eleven compounds from above, sorted by count of non-hydrogen atoms, highest first.
Keys – A = 15-hLO-2 inh; B = ALOX12 inhib; C = IMPase cell inh; D = PNC assembly inh
7) Cc1cc(C(=O)CSc2nnc(N)s2)c(C)n1-c1c(C)n(C)n(-c2ccccc2)c1=O
  A: 1.6% | B: 0.3% | C: -10.1 | D: -2.1

4) COc1cc(-c2nc3ccc(C)cn3c2Nc2ccc3c(c2)OCCO3)ccc1O
  A: x | B: -9.3% | C: x | D: u

19) CCOC(=O)c1c(C)[nH]c(C)c1C(=O)CSc1nc2ccccc2n1CCC#N
  A: x | B: 1.6% | C: 5.8 | D: 7.3

20) COc1ccc(NC(=O)C2CCN(S(=O)(=O)c3ccc(Br)s3)CC2)cc1OC
  A: x | B: -2.3% | C: x | D: 28.7

10) O=C(CCS(=O)(=O)c1ccc(Br)cc1)N1CCN(c2ccc(Cl)cc2)CC1
  A: -4.8% | B: -12.8% | C: 6.6 | D: -24.6

6) CN(C)c1ccc(-c2nc(N3CCNCC3)c3ccccc3n2)cc1
  A: 36.2%[activator] | B: 2.7% | C: x | D: x

15) COc1ccc(C(=O)N2CCC3(CCCN(C)C3)CC2)cc1
  A: 4.4% | B: 0.9% | C: x | D: x

8) Cc1ccc(S(=O)(=O)NCCCN2CCOCC2)c(C)c1
  A: -5.4% | B: -5.0% | C: 4.4 | D: -7.4

13) O=C(c1cc2ccccc2c(=O)o1)N1CCCCCC1
  A: x | B: 14.7% | C: x | D: 2.9

17) COCCCNC(=O)c1ccccc1NS(C)(=O)=O
  A: -1.5% | B: 2.5% | C: 11.0 | D: -17.1

16) CC[n+]1c(S(=O)(=O)[O-])ccc2ccc(C)cc21
  A: 4.3% | B: -8.2% | C: -8.0 | D: 1.4

Later entries:
Keys – A = 15-hLO-2 inh; B = ALOX12 inhib; C = IMPase cell inh; D = PNC assembly inh
21) COc1ccc(C(=O)CSc2nnc(COc3ccc(C#N)cc3)n2-c2ccccc2)cc1
  A: -9.3% | B: -5.4% | C: u | D: u

22) Cc1cc(=O)oc2c(CN3CCCCC3)c(O)c(Cl)cc12
  A: -4.9% | B: -0.2% | C: u | D: u

23) Cc1cccc(N2CCN(C(=O)c3cc4c(=O)n(C)c5ccccc5c4n3C)CC2)c1C
  A: 15.3% | B: 8.5% | C: -4.2 | D: u

24) O=C(NCc1ccc(N2CCCC2=O)cc1)c1cnccn1
  A: 0.8% | B: 10.4% | C: -1.1 | D: 11.9

25) NNC(=O)c1cc(Cl)ccc1Cl
  A: x | B: -4.5% | C: x | D: -26.7

26) N#CCC(CNc1ncc(C(F)(F)F)cc1Cl)OC(=O)c1ccc(Cl)cc1 (stereo not given)
  A: 1.5% | B: -28.3% | C: -0.5 | D: 68.7

27) Cc1ccc(OCC(O)CN2C(=O)NC(C)(C)C2=O)cc1 (stereo not given)
  A: x | B: -2.7% | C: u | D: 22.9

28) Cc1nn(-c2ccccc2)c(C)c1/C=N/NC(=O)c1cc(-c2ccc(Cl)s2)[nH]n1
  A: 49.5%[activator] | B: -17.0% | C: 7.6 | D: u

29) CC(=O)Oc1ccc2c(c1)c(C(C)=O)c(C)n2C
  A: -0.7% | B: 1.1% | C: 2.3 | D: u

30) CCCCCOc1ccc(/C=C/C(=O)NCCc2nc3ccccc3[nH]2)cc1OC
  A: x | B: -2.9% | C: x | D: 37.0

31) O=C(/C=C\c1ccco1)Nc1nc(-c2ccc3ccccc3c2)cs1
  A: x | B: -18.2% | C: -3.1 | D: u

32) CCn1c(-c2cccc(Cl)c2)n[nH]c1=S
  A: 12.3% | B: -3.6% | C: u | D: u

33) CCC(=O)Nc1ccc2oc(-c3ccccc3Br)nc2c1
  A: -5.5% | B: -9.8% | C: -2.2 | D: 1.8

34) CC(=O)c1c(C(C)=O)c(C)n(-c2ccc(C(=O)O)cc2)c1C
  A: -8.7% | B: -4.5% | C: -8.6 | D: -18.3

35) COc1ccc(-c2c3c(=O)n(C)c(=O)n(C)c3cn2Cc2ccccn2)cc1
  A: -14.3% | B: -6.4% | C: -3.0 | D: 11.5

36) Cc1ccc(Cn2ccc(NC(=O)c3cc4nc5c(c(C(F)(F)F)n4n3)CCc3ccccc3-5)n2)cc1
  A: 0.5% | B: 1.7% | C: -1.8 | D: 48.6

37) O[C@@H]1[C@@H](OCc2ccccc2)OC[C@H](O)[C@@H]1O
  A: -5.7%[11.4 µM] | B: 2.5%[11.4 µM] | C: x | D: x

38) Cc1ccc(-c2c(C)c(-c3ccc(F)cc3)nc(N)c2C#N)o1
  A: u | B: -9.2% | C: 0.4 | D: 48.8

39) CCn1c(SCCC(=O)O)nnc1-c1cccnc1
  A: -0.5% | B: -1.7% | C: 0.6 | D: -2.7

40) Cc1nc(SCC(=O)Nc2ccc(N3CCOCC3)cc2)nc(C)c1C
  A: -1.3% | B: -5.1% | C: 5.9 | D: -26.9

41) COCCNC(=O)C1CCCN(c2nn3c(=O)cc(C)nc3s2)C1 (stereo not given)
  A: 1.9% | B: -2.7% | C: -2.9 | D: -11.6

42) COC(=O)[C@@]1(Cc2ccc(OC)cc2)[C@@H]2C(=CC(=O)[C@H]2CC(=O)C(=O)N(C)C)CN1C(=O)c1ccccc1
  A: -1.1% | B: -1.6%&-5.3% | C: x | D: -10.3

43) C/C(Cl)=C/Cn1c(SCC(C)C)nc2c1c(=O)[nH]c(=O)n2C
  A: -2.1% | B: -3.1% | C: u | D: 22.3

44) COCCCNC(=O)CN(c1ccc(OC)cc1)S(=O)(=O)c1ccc(NC(C)=O)cc1
  A: 14.4% | B: -0.8% | C: 1.9 | D: 25.9

45) CCCCNC(=O)CC1N=C2c3ccccc3N=C(SCC(=O)Nc3ccccc3OC)N2C1=O (stereo not given)
  A: -15.6% | B: -1.7% | C: 5.1 | D: 17.7

46) CCN(C(=O)CN(C)Cc1cccc(Cl)c1Cl)c1c(N)n(Cc2ccccc2)c(=O)[nH]c1=O
  A: x | B: -1.6% | C: 1.5 | D: -98.5*

47) N#Cc1cc(C(=O)c2ccccc2OCC(=O)Nc2ccccc2Cl)cn(C2CCCCC2)c1=O
  A: x | B: -0.7% | C: 4.7 | D: -23.0

48) COc1ccc(C2C(C#N)=C(N)Oc3cc(C)[nH]c(=O)c32)c(OC)c1OC (stereo not given)
  A: -6.8% | B: -3.4% | C: -4.4 | D: 32.9

49) Cc1nc2cnc(N3CCNCC3)nc2n(Cc2ccc(F)cc2)c1=O
  A: 0.6% | B: 4.6% | C: x | D: x

50) Cc1ccc(C(c2nnnn2CC2CCCO2)N2CCN(C(=O)c3ccco3)CC2)cc1 (stereo not given)
  A: x | B: -1.4% | C: 1.4 | D: 30.0

51) O=C(Nc1ccc2c(c1)OCO2)c1ccc(Cl)nc1
  A: 6.6% | B: 3.2% | C: 6.8 | D: 12.9

52) O=C(CCNC(=O)c1ccccc1)OCN1C(=O)c2ccccc2C1=O
  A: -0.5% | B: -0.9% | C: 8.4 | D: -11.0

High-throughput results (PubChem BioAssay)
